# CendR NRP1 mod: modulators of CendR peptide binding to NRP-1, primary screen, biochemical, fluorescence polarization, uHTS; 360,000 tested, 0.85% active; FAM-RPARPAR peptide binding to NRP-1; inhibition, % at 25 µM;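 active = inhibition or corrected inhibition above about 18%, plus a signal ratio from 0.5 to 1.5, limit read from the data, passing the limit was not always enough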; note: strong numbers were not always called active
# FAS TE block: FAS thioesterase domain inhibitors, primary screen, biochemical, fluorescence intensity, uHTS; Fatty acid synthase (Homo sapiens), P49327; recombinant FAS-TE, OMFH fluorogenic substrate, fluorescence endpoint; inhibition, % at 15 µM; 360,000 tested, 0.67% active; AID 602261, 2012;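 active = compounds whose normalised, plate-corrected inhibition of enzyme fluorescence in the single-dose primary screen is 50% or more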;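 note: 0% = DMSO with enzyme and 100% = substrate without enzyme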
# PABP1 MLLE inh: inhibitors of PABP1 MLLE–PAM2 peptide binding, primary screen, biochemical, fluorescence polarization, FITC-PAM2, GST-MLLE; Polyadenylate-binding protein 1 (Homo sapiens), P11940; inhibition, % at 20 µM; 360,000 tested, 0.36% active; AID 588489, 2011; in the data active = inhibition above about 35%, passing the limit was not always enough;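 note: plate controls were DMSO wells with GST-MLLE for no effect and wells lacking GST-MLLE protein for full effect; some results filed as inactive read as strong as hits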
# MT1-MMP act inh: blockers of MT1-MMP proenzyme processing, primary screen, HT1080 RFP-PRO-GFP cells, GFP/RFP fluorescence. 360,000 tested, 0.061% active. AID 651647, 2012. GFP/RFP ratio fluorescence, overnight; percent of plate control window, DMSO zero. GFP/RFP ratio change, % at 20 µM;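 active = GFP/RFP ratio change of at least 30% with cell ATP level not reduced by more than half and red fluorescence within 50% of control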; note: strong numbers were not always called active
#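 Assay system: HT1080 cells carrying an RFP-PRO-GFP reporter | Dosing: Single dose of 20 µM compound, 1% DMSO final | Incubation: Cells overnight before dosing, compound overnight, 37 °C, 5% CO2 | Evaluation: GFP/RFP fluorescence ratio | Control set: DMSO and RFP-L50D-GFP cell wells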
# Tb MetRS inh: T. brucei MetRS inhibitors, primary screen, biochemical, luminescence; methionyl-tRNA synthetase (Trypanosoma brucei brucei); purified T. brucei MetRS, ATP depletion, Kinase-Glo luminescence; inhibition, % at 11.9 µM; 360,000 tested, 0.4% active;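 active = inhibition above a per-plate cutoff of the control wells' mean inhibition plus 3 SD, cut at about 5.5% in these data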;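 note: 0% = DMSO wells median and 100% = median of wells with control inhibitor compound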
#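 Material: T. brucei methionyl-tRNA synthetase, purified; reagent: substrates ATP, L-methionine and bulk Escherichia coli tRNA; dosing: 11.9 µM single point; timing: 15 min plus 2 h at 25 °C; detection: luminescence of leftover ATP; evaluation: % inhibition; control set: DMSO-only wells as low control; replicates: singlicate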
# SKN-1 inh: suppressors of acrylamide-induced Pgst-4::GFP reporter in worms, primary screen, SKN-1 inhibitor project, whole organism, uHTS, GFP/RFP fluorescence ratio, strain VP596. AID 624304, 2012. 360,000 tested, 0.49% active. C. elegans VP596 Pgst-4::GFP/RFP ratio, 24 h. inhibition, % at 21.8 µM;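 active = interference check ratio from 0.5 to 1.5 plus GFP to RFP signal ratio inhibition reaching or exceeding a fixed threshold, cut at about 30% in these data, passing the limit was not always enough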; note: some compounds called inactive have numbers as strong as hits
# eLon inh: inhibitors of E. coli Lon protease, primary screen, biochemical, fluorescence polarization | purified E. coli Lon protease | 360,000 tested, 0.42% active | AID 602123, 2011 | inhibition, % at 7.94 µM; in the data active = inhibition above about 13%, passing the limit was not always enough;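 note: 0% = enzyme with probe and DMSO and 100% = no enzyme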
# Target sequence (P0A9M0 whole entry, looked up): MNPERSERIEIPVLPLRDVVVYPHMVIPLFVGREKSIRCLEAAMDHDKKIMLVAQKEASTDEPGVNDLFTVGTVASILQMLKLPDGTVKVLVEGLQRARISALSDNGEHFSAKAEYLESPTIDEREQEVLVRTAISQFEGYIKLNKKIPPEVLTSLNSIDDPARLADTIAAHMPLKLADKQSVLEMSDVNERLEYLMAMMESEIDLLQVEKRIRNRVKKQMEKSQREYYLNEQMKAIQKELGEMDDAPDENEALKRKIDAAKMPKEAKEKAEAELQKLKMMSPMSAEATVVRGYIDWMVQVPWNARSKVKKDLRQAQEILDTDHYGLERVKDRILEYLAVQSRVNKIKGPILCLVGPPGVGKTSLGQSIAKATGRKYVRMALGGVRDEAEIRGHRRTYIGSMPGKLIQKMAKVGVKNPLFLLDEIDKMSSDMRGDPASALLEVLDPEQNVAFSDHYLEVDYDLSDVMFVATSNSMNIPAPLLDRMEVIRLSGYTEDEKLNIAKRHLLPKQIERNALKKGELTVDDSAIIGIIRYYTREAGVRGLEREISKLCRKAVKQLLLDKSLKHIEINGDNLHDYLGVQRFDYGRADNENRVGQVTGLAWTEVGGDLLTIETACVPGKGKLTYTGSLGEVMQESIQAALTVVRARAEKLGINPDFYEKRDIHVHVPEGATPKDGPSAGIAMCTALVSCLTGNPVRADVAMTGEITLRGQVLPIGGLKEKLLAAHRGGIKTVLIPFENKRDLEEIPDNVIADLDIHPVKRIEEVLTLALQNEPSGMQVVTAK
# MsrA inhibitor: bovine MsrA enzyme inhibitors, primary screen, biochemical, absorbance, HTS | 360,000 tested, 0.75% active | inhibition, % at 15.5 µM | purified bovine MsrA, absorbance read-out | Methionine sulfoxide reductase A (Bos taurus); in the data active = inhibition above about 4.5%;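 note: 0% = vehicle wells with enzyme and 100% = reference inhibitor wells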
# MsrA act: bovine MsrA enzyme activators, primary screen, biochemical, absorbance, HTS; Methionine sulfoxide reductase A (Bos taurus); purified bovine MsrA, absorbance read-out; activation, % at 10.6 µM; 360,000 tested, 0.3% active; AID 602163, 2012; in the data active = activation above about 7.5%;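 note: 0% = vehicle and 100% = reference activator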
# Numbers without * were called inactive; . = no result given.
SMILES,CendR NRP1 mod,FAS TE block,PABP1 MLLE inh,MT1-MMP act inh,Tb MetRS inh,SKN-1 inh,eLon inh,MsrA inhibitor,MsrA act
O=C(COc1ccc(-c2ccccc2)cc1)N/N=C/c1cccnc1,12,-2,6,8,-0.2,2,-3,0.6,-1
COc1ccc(CN2C(=NC(=O)C3CCCCC3)SC3CS(=O)(=O)CC32)cc1 (stereo not given),-1,-6,4,3,-0.8,9,-12,-0.5,-1
S=C1NC[C@H](CC2CCCCC2)N1CC1CCCCC1,9,3,-111,1,-0.4,14,-15,-0.3,1
Cc1ccc(S(=O)(=O)N(C)c2ccc(OC(C)C(=O)N3CCCC3)cc2)cc1C (stereo not given),3,-2,-2,1,-0.5,-17,2,-0.3,-6
COCCNC(=O)C1CCCN(Cc2ccc(C)cc2)CC1 (stereo not given),2,-10,2,1,0.7,9,-3,0.5,8
Cc1cccc(C(=O)N[C@H](C(=O)NCCc2ccc(S(N)(=O)=O)cc2)C(C)C)c1,13,-3,-5,2,-0.3,11,-4,1.2,-1
Cc1cc(NC(=O)c2ccc(NC(=O)C(C)C)cc2)no1,12,-6,1,9,-0.8,18,-1,0.6,-2
CCOC(=O)C1(Cc2cccc(F)c2)CCN(C2CCOCC2)CC1,10,-12,5,1,-0.1,2,4,1.1,-3
Cc1ccc(NC(=O)C2CCCN2S(=O)(=O)c2ccc3c(c2)n(C)c(=O)c(=O)n3C)cc1 (stereo not given),6,2,18,-6,-0.1,3,1,0.8,-5
CN(C)c1ccc(-c2nn3c(C4CCCCC4)nnc3s2)cc1,-19,20,7,2,-0.6,21,-3,1.1,-2
OCCOCCn1c(C(CO)Nc2nc(-c3ccc(F)cc3)cs2)nc2ccccc21 (stereo not given),-5,-3,-1,4,-0.2,22,-9,0.8,0
Cc1ccc(C(=O)Nc2cccc(C(=O)N3CCOCC3)c2)cc1Cl,12,-3,10,-3,-0.2,8,0,-0.6,21*
CC(=O)NC(c1ccccc1)c1nc(-c2cccc(CO)c2)cs1 (stereo not given),-16,-6,5,3,0.6,10,-8,0.9,5
O=C(CCN1CCCCO1)N1CCCC(Nc2ccc(F)c(F)c2)C1 (stereo not given),4,-6,1,1,-0.5,2,6,-0.1,-1
COC(=O)C1=C(C)NC(=O)NC1c1ccco1 (stereo not given),6,0,-6,-1,-0.2,-4,1,-0.3,-4
N#Cc1c(C(F)(F)F)cc(C2CC2)[nH]c1=O,2,4,-6,-3,0.1,3,-2,2.4,-4
CC1CCCN(C(=O)c2ccc(COc3ccccc3Br)cc2)C1 (stereo not given),10,17,2,-2,-0.2,20,0,1.5,-3
COc1cc(CC(=O)Nc2ccc3c(c2)CCC3)cc(OC)c1OC,0,-6,-39,-3,0.7,5,-3,-0.8,-2
COc1ccc(NC(=O)Nc2cccc(C)n2)c(OC)c1,2,-1,-17,-3,-0.2,-10,1,-0.4,-13
COc1ccccc1C(CNC(=O)c1cc(S(=O)(=O)N2CCOCC2)ccc1C)N1CCCC1 (stereo not given),7,-4,-2,-3,-0.2,-5,-8,0.3,-3
CCC(=O)Nc1sc2c(c1C(=O)N(C)C)CCCCC2,-4,-10,26,2,-0.6,-37,-1,1.2,-12
COc1ccc(C(C#N)c2ccc(=O)[nH]n2)cc1 (stereo not given),0,-9,-5,3,0.0,17,-4,0.1,-2
CN=C1c2c(-c3ccccc3)c3cc(OC)ccc3n2CCN1C,3,-11,-7,-2,0.2,-3,-7,1.6,-9
O=C(Nc1c(Br)cc2c(c1Br)Cc1ccccc1-2)C(F)(F)F,1,19,3,1,-0.1,10,-1,.,-1
CCn1c(CSc2nnc(-c3ccncc3)n2CCOC)nc2cc(C(=O)O)ccc21,8,-4,-6,22,-0.3,38*,5,-0.3,-2

# Carrying on:
SMILES,CendR NRP1 mod,FAS TE block,PABP1 MLLE inh,MT1-MMP act inh,Tb MetRS inh,SKN-1 inh,eLon inh,MsrA inhibitor,MsrA act
CC(C(=O)Nc1ccc(C(N)=O)cc1)N1C(=O)c2ccccc2S1(=O)=O (stereo not given),-9,-8,6,1,-0.4,-5,2,1.6,-12
O=C(Nc1ccc(-c2cnco2)cc1)c1ccc(F)cc1F,2,-4,-3,4,0.1,6,2,0.2,-6
COc1ccc(N2CCN(C(=O)COC(=O)c3ccc(-n4nc(C)cc4C)cc3)CC2)cc1,-8,-2,3,0,-0.5,-4,-2,0.7,-9
Nc1nc(=S)c2[nH]cnc2[nH]1,-3,-3,15,14,-0.5,-4,-3,3.0,3
O=C(NCC(=O)N(CC1CCCO1)C(C(=O)NC1CCCCC1)c1cccnc1)c1cccs1 (stereo not given),6,0,10,4,-0.7,-6,-7,-0.2,-1
CCOc1ncccc1C(=O)OCC(=O)Nc1cc(S(=O)(=O)N2CCOCC2)ccc1C,15,-10,-3,2,-0.3,0,-2,0.8,-8
O=C(O)CC(C(=O)O)C(c1ccccc1)c1ccccc1 (stereo not given),4,-5,-8,5,-0.1,-2,-5,-1.6,-4
CCOc1ccc(-c2[nH]ncc2Oc2ccccc2OCC)c(O)c1,-4,-211,5,1,-0.3,-9,-4,-0.1,-1
Cc1cc(C)n2nc(C(=O)N3CCOCC3)nc2n1,6,-6,-5,1,-0.7,-1,-13,0.0,-2
CCOC(=O)N1CCN(C(=O)C(C)SCc2ccccc2)CC1 (stereo not given),6,-8,9,10,0.0,13,3,0.4,-4
O=C(Nc1ccc(Cl)cc1)NC1(C(=O)NCCCN2CCOCC2)CCCCC1,0,-4,-12,-2,0.2,8,-4,2.2,0
Cc1ccc(Nc2c([N+](=O)[O-])ccc3c2=NC2(CCCCC2)N=3)cc1,14,20,39*,16,-1.5,13,-2,0.5,2
COc1cccc(CNCC(=O)N2C(C)CCCC2C)c1 (stereo not given),11,-6,2,9,-0.8,4,3,-1.3,-2
CN1CCN(CC(O)COCCOc2ccc(Br)cc2)CC1 (stereo not given),-7,-11,-6,3,-0.5,2,0,-1.1,-1
C/C(=N\NC(=O)c1nnn(-c2nonc2N)c1CN(C)c1ccccc1)c1ccccc1O,11,31,-6,-3,0.2,3,-1,1.7,-2
CNc1nc(C)c(C#N)c(-c2ccccc2)c1C(C)=O,5,-4,14,-6,-1.9,-17,-5,1.3,-11
CCc1nnc(NC(=O)c2ccc(S(C)(=O)=O)cc2)s1,0,-2,2,3,-0.4,-2,5,0.2,-2
Cc1ccc(S(=O)(=O)CC(=O)Nc2ccccn2)cc1,1,-6,-7,-3,0.2,4,-9,-1.5,-2
COc1ccc(NC(=O)Cc2c(Sc3ccccc3)c3ccccc3n2C)cc1,-6,19,-7,0,0.5,-10,-1,-0.1,-4
CCCCCC(=O)N1CC2(CC)CN(C(=O)CCCCC)CC(CC)(C1)C2=O,0,1,-8,-7,-0.5,-12,-20,-0.2,-4
COc1ccc(CCNC(=O)c2cc3c(=O)n4cccc(C)c4nc3n(Cc3ccco3)c2=N)cc1OC,-6,-1,1,-11,-1.0,11,0,-1.1,-11
Nc1nnc(SCc2ccc(F)cc2)s1,-3,-3,6,-1,-0.7,8,-3,0.0,-2
CCN(CC)C(=O)C1=C(C)N(Cc2ccc(F)cc2)C(=O)C(CC(=O)NCCN2CCOCC2)C1 (stereo not given),-14,-5,-1,3,-0.4,-14,-7,-0.5,-2
Cc1cc(C)n(CC(C)O)c(=O)c1C#N (stereo not given),-6,-9,2,-2,-0.5,4,-4,0.7,-3
COc1ccc(CC(C)Nc2cccc(SC)c2)cc1 (stereo not given),-2,26,-1,-6,0.2,21,-5,-0.9,0

# Carrying on:
SMILES,CendR NRP1 mod,FAS TE block,PABP1 MLLE inh,MT1-MMP act inh,Tb MetRS inh,SKN-1 inh,eLon inh,MsrA inhibitor,MsrA act
COc1cc(CNCc2cc(OC)c(OC)c(OC)c2)cc(OC)c1,1,-6,6,5,-0.9,-3,4,1.0,-1
Cc1c(NC(=S)NC(=O)C(c2ccccc2)c2ccccc2)cccc1C(=O)O,-2,-7,28,1,-1.7,-10,-3,2.2,-2
Cc1c(C(=O)Nc2ccccc2-c2ccccc2)cccc1[N+](=O)[O-],2,10,-9,-2,0.1,10,1,-1.7,-2
CCN(C(=O)c1c(-c2ccccc2Cl)noc1C)C1CCCCC1,6,2,-6,-4,-0.8,3,8,0.8,0
O=C(Nc1ccc2ccccc2c1)c1ccc(Cl)cc1,-6,-2,-8,-3,-0.1,-2,-8,0.6,-2
COc1ccc([N+](=O)[O-])c(OC)c1C(=O)Nc1ccc(F)cc1F,10,5,3,0,-0.5,0,2,0.2,-2
CCCCNC(=O)c1nc(-c2ccccc2)oc1-c1ccc(Cl)cc1,5,.,.,-3,-0.1,21,.,1.0,.
CCN(C(=O)CSc1nnc(-c2ccncc2)n1Cc1ccccc1)C1CCS(=O)(=O)C1 (stereo not given),2,1,-42,0,-1.8,-4,-4,-0.8,-11
COc1ccc(CCNC(=O)CCCN2C(=O)c3ccccc3C2=O)cc1OC,-6,-9,-1,5,-0.5,2,-13,-0.4,-3
CC(C)(C)CN1CCNC(=O)C1CC(=O)NC1Cc2ccccc2C1 (stereo not given),4,-3,19,6,-0.7,14,0,-0.7,-4
Cc1ccc(NC(=O)C(OC(=O)c2cc(C)oc2C)c2ccccc2)cc1 (stereo not given),0,26,9,-4,0.1,9,-11,-0.7,-4
CCOC(=O)Cc1c[nH]c(=S)[nH]c1=O,-5,2,40*,1,-1.2,6,7,2.0,-5
O=C(COC(=O)c1ccncc1)c1ccccc1,-6,-5,1,-2,-0.1,8,-5,-0.3,-5
Cc1c(N=C2SCC(=O)N2c2c(C)n(C)n(-c3ccccc3)c2=O)c(=O)n(-c2ccccc2)n1C,18,-8,16,10,-0.8,-3,-7,0.9,-3
CCCCNC(=O)c1onc(CSc2ccccn2)c1C(=O)NCCCC,6,9,5,-3,-0.5,3,-5,-1.7,-3
COc1ccc(C2CC(=O)C=C(NCCC(C)C)C2)cc1 (stereo not given),6,-3,1,-1,0.2,3,-3,0.0,-1
O=C(CNCc1ccc(F)cc1)Nc1cc(S(=O)(=O)N2CCOCC2)ccc1Cl,3,9,4,1,-0.2,1,-19,-1.7,-3

# Screening data as filed in PubChem.
